# Tcruzi prolif – T. cruzi intracellular proliferation inhibitors, primary screen, cell-based, beta-gal Tulahuen parasites, NIH3T3 host, luminescence. T. cruzi beta-gal in NIH3T3, GalScreen luminescence, 90 h. inhibition, % at 8.34 µM. 77,000 compounds, 5.9% hits. AID 624255, 2012;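 active = mean inhibition above about 93%, with at least 55% of replicates each passing it, limit read from the data, passing the limit was not always enough; inconclusive = only one of those two conditions holds; inactive = neither condition holds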
# C diff HTS – C. difficile growth inhibitors, primary screen, HTS; Clostridium difficile clinical isolate growth, OD600, 24 h; active compounds read low; growth activity, negative = inhibition, % at 16 µg/mL (by protocol); 86,000 compounds, 0.25% hits;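 active = mean growth activity at or below -80% and every replicate also at or below -80%; inconclusive = mean at or below -80% but some replicate above -80%; inactive = mean growth activity above -80%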;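 also: 0% = DMSO wells and -100% = levofloxacin 16 µg/mL wells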
# Pf Dd2 growth – P. falciparum Dd2 growth inhibitors, primary screen, SYBR Green fluorescence, single dose replicates. 94,000 compounds, 2.3% hits. activity change, % at 10 µM. 72 h; active compounds read low. AID 1159554, 2015; in the data active = activity change below about -80%; inconclusive = no clear call, values can overlap the other calls
# GASC1 inh – inhibitors of GASC-1 (KDM4C) histone demethylase, primary screen, biochemical, single concentration HTS | inhibition, % at 12.5 µM | Lysine-specific demethylase 4C (Homo sapiens), Q9H3R0 | 96,000 compounds, 0.15% hits | GST-KDM4C 2-372, H3K9me3 peptide, LANCE TR-FRET;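 active = mean replicate inhibition above about 25%, with at least 55% of replicates also reaching it, limit read from the data, passing the limit was not always enough; inconclusive = only one of those two conditions met; inactive = neither condition met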
# Target sequence (Q9H3R0 2-372 limits assumed): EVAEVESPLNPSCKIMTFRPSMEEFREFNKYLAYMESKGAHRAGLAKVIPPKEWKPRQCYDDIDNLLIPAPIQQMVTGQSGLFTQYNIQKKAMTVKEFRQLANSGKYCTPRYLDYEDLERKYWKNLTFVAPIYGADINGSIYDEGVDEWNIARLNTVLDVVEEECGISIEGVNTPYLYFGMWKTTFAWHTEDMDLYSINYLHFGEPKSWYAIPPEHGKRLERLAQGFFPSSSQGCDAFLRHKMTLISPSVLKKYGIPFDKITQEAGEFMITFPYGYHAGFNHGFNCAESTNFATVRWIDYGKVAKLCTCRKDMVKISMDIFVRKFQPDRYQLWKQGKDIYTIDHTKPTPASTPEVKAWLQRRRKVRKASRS
#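 Assay system: GST-GASC-1 enzyme fragment 2-372 | Amount: 10 nM enzyme | Medium: HEPES buffer, pH 7.5, plus ascorbate | Reagent: H3K9me3 peptide substrate, Fe(II), 2-oxoglutarate | Doses: Single-point compound screen | Incubation: 30 min demethylation and 1 h detection at room temperature | Measured by: LANCE TR-FRET, excitation 340 nm, emissions 618 and 671 nm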
# * marks the source's active call; other numbers are inactive results; ? = inconclusive; . = not tested or not shown; & = joins results of further samples.
SMILES,Tcruzi prolif,C diff HTS,Pf Dd2 growth,GASC1 inh
CC(=O)N(C)C[C@@H]1[C@@H](c2ccc(C3=CCCC3)cc2)[C@@H](CO)N1CC1CC1,42,-7,-24,1.9
Cc1ccc(S(=O)(=O)Nc2ccc3c(c2)C(=O)N([C@H](C)CO)C[C@H](C)[C@@H](CN(C)C(=O)Nc2ccc4c(c2)OCO4)OCCCC[C@@H](C)O3)cc1,.,2,-34,-1.0
O=C(Nc1ccc(F)cc1)N[C@@H]1C[C@@H]2O[C@@H](CO)CC[C@@H]2O[C@@H]1CCc1ccc(-c2ccccc2)cc1,.,15,-22,.
CN(C)CC(=O)Nc1ccc2c(c1)[C@@H]1C[C@H](CC(=O)NCCN3CCCCC3)O[C@@H](CO)[C@@H]1O2,.,0,19,1.2
COc1ccc2c3c([nH]c2c1)[C@H](CO)N(CC1CCOCC1)CC31CN(C(=O)c2ccc(F)cc2)C1,.,3,-27,0.8
C[C@@H]1CN([C@H](C)CO)C(=O)c2cc(-c3ccccc3)cnc2O[C@H]1CN(C)Cc1ccccc1,-22,-1,-5,0.6
C[C@@H]1CCCCO[C@H](CN(C)Cc2ccncc2)[C@H](C)CN([C@@H](C)CO)C(=O)c2cc(NS(=O)(=O)c3ccc(F)cc3)ccc2O1,.,-4,-45,2.3
C[C@@H]1CN([C@H](C)CO)C(=O)Cc2cc(NC(=O)CCCCCC(=O)Nc3ccccc3N)ccc2O[C@H]1CN(C)Cc1ccc2c(c1)OCO2,35,-5,-40,-0.1
Cn1cnc(S(=O)(=O)N2CCCCN3[C@H](CO)[C@@H](c4ccc(-c5ccccc5F)cc4)[C@H]3C2)c1,30,-12,2,-0.1
C/C=C/c1ccc([C@H]2[C@@H](CO)N(C(=O)CC)[C@H]2CNC(=O)CC)cc1,89,0,-3,0.6
COCC#Cc1ccc2c(c1)O[C@H](CN(C)Cc1ccccc1)[C@@H](C)CN([C@@H](C)CO)S2(=O)=O,?,4,-40,-1.8
COc1ccc(S(=O)(=O)N(C)C[C@@H]2OCCCC[C@H](C)Oc3ccc(NC(=O)c4ccncc4)cc3C(=O)N([C@H](C)CO)C[C@@H]2C)cc1,87,1,-16,18
CC(C)CC#Cc1ccc2c(c1)O[C@@H](CN(C)C(=O)C1CCOCC1)[C@@H](C)CN([C@H](C)CO)S2(=O)=O,84,1,-20,-2.7
Cc1ccc(S(=O)(=O)NCC[C@H]2CC[C@H](NC(=O)Nc3ccccc3F)[C@@H](CO)O2)cc1,12,-2,-16,-0.8
CCNC(=O)C[C@H]1CC[C@H]2[C@@H](COc3ccc(NC(=O)Nc4cccc(F)c4)cc3C(=O)N2C)O1,5,-1,5,-6.9
C[C@@H]1CCCCO[C@H](CN(C)Cc2ccccc2)[C@@H](C)CN([C@H](C)CO)C(=O)c2cc(NC(=O)CCCCCC(=O)Nc3ccccc3N)ccc2O1,.,-1,-83*,-1.3
CCS(=O)(=O)N1CCCCN2[C@H](C1)[C@H](c1ccc(-c3ccccc3)cc1)[C@@H]2CO,20,-3,3,-0.5
C[C@H](CO)N1C[C@H](C)[C@@H](CN(C)S(=O)(=O)c2cccc(F)c2)OCc2cn(nn2)CCCC1=O,-27,.,-7,.
COCC(=O)Nc1ccc2c(c1)C(=O)N(C)C[C@H](OC)[C@H](C)CN(C(=O)c1cnccn1)[C@@H](C)CO2,60,-4,3,1.1
O=C(c1ccc(F)cc1)N(CC1CCC1)C[C@H]1N[C@@H](CO)[C@H]1c1ccccc1,9,-1,-8,2.3
O=C(C[C@@H]1C=C[C@H](NC(=O)c2ccc3c(c2)OCO3)[C@H](CO)O1)NCc1ccc(Oc2ccccc2)cc1,58,-1,-5,0.1
CC=Cc1ccc2n(c1=O)C[C@@H]1[C@@H](CO)[C@H](C(=O)NC3CCCC3)[C@H]2N1C(=O)c1cnccn1 (mixture of isomers),.,-3,21,0.4
CC(=O)N(C)C[C@@H]1Oc2cc(C#CC3CCCC3)ccc2S(=O)(=O)N([C@H](C)CO)C[C@@H]1C,51,2,-26,2.0
C[C@@H]1CN([C@H](C)CO)C(=O)c2cccc(N(C)C)c2O[C@H]1CN(C)Cc1ccc(C(=O)Nc2ccccc2N)cc1,90,-2,-67,0.2
C[C@@H]1CN([C@H](C)CO)C(=O)c2cc(NC(=O)Nc3ccc4c(c3)OCO4)ccc2O[C@@H](C)CCCCO[C@@H]1CN(C)S(=O)(=O)c1ccc(F)cc1,38,5,-84*,-0.7

# Look-ups from the list.
# C[C@@H]1CN([C@H](C)CO)C(=O)c2cccc(N(C)C)c2O[C@H]1CN(C)Cc1ccc(C(=O)Nc2ccccc2N)cc1 | GASC1 inh: 0.2
# CCNC(=O)C[C@H]1CC[C@H]2[C@@H](COc3ccc(NC(=O)Nc4cccc(F)c4)cc3C(=O)N2C)O1 | C diff HTS: -1

# The listing picks up; the three compounds before the break are reprinted first.
SMILES,Tcruzi prolif,C diff HTS,Pf Dd2 growth,GASC1 inh
CC(=O)N(C)C[C@@H]1Oc2cc(C#CC3CCCC3)ccc2S(=O)(=O)N([C@H](C)CO)C[C@@H]1C,51,2,-26,2.0
C[C@@H]1CN([C@H](C)CO)C(=O)c2cccc(N(C)C)c2O[C@H]1CN(C)Cc1ccc(C(=O)Nc2ccccc2N)cc1,90,-2,-67,0.2
C[C@@H]1CN([C@H](C)CO)C(=O)c2cc(NC(=O)Nc3ccc4c(c3)OCO4)ccc2O[C@@H](C)CCCCO[C@@H]1CN(C)S(=O)(=O)c1ccc(F)cc1,38,5,-84*,-0.7
COCC(=O)Nc1ccc2c(c1)[C@@H]1C[C@H](CC(=O)NCc3ccc(Cl)cc3)O[C@@H](CO)[C@@H]1O2,-13,0,-16,-2.4
C[C@@H]1CN([C@H](C)CO)S(=O)(=O)c2ccc(C3=CCCC3)cc2O[C@@H]1CN(C)C,-57,3,10,1.6
COc1ccc(NC(=O)N[C@@H]2CC[C@H](CC(=O)NCc3ccccn3)O[C@H]2CO)cc1,5,.,12,-0.1
COCC(=O)N(C)C[C@@H]1Oc2cc(-c3ccc(F)cc3)ccc2S(=O)(=O)N([C@H](C)CO)C[C@H]1C,-2&-29,3&-4,26&-1,0.1
CC(C)NC(=O)N(C)C[C@H]1Oc2cc(C#Cc3ccccn3)ccc2S(=O)(=O)N([C@@H](C)CO)C[C@H]1C,48,-3,-23,14
O=C1CNC[C@H]2[C@H](c3ccc(C#CC4CCCC4)cc3)[C@H](CO)N12,.,5,6,-0.6
COc1ccc(NC(=O)Nc2ccc3c(c2)C(=O)N([C@@H](C)CO)C[C@H](C)[C@@H](CN(C)C(=O)Cc2ccccc2)OCCCC[C@@H](C)O3)cc1,68,5,-86*,-1.0
COc1ccccc1CNC(=O)C[C@H]1C[C@H]2c3cc(NC(=O)NC4CCCC4)ccc3O[C@H]2[C@H](CO)O1,109*,6,-19,0.7
C[C@H]1CN([C@@H](C)CO)C(=O)Cc2cc(NC(=O)CCC(F)(F)F)ccc2O[C@@H]1CN(C)Cc1ccc(C(=O)Nc2ccccc2N)cc1,.,5,-79,0.6
O=C(NC1CCCCC1)N1CC(=O)N2[C@H](C1)[C@@H](c1ccc(-c3ccccc3)cc1)[C@@H]2CO,.,-19,4,-0.1
COc1cccc(-c2ccc([C@H]3[C@H](CO)N4C(=O)CN(C(=O)c5cccnc5)C[C@@H]34)cc2)c1,.,12,-11,-0.8
CCOC(=O)N(C)C[C@@H]1OCc2ccccc2-c2c(n(C)c3ccccc23)C(=O)N([C@@H](C)CO)C[C@@H]1C,-26,.,13,13
COc1cccc(CNC(=O)C[C@@H]2C=C[C@H](NC(C)=O)[C@H](CO)O2)c1,11,-5,11,-0.6
COCC(=O)Nc1ccc2c(c1)[C@@H]1C[C@@H](CC(=O)O)O[C@@H](CO)[C@@H]1O2,.,-5,12,-1.5
Cc1ccc(S(=O)(=O)N(C)C[C@H]2Oc3ccc(NC(=O)C4CC4)cc3CC(=O)N([C@H](C)CO)C[C@@H]2C)cc1,-17,0,-36,1.0
CN1C(=O)c2cc(NC(=O)C3CC3)ccc2OC[C@H]2O[C@H](CC(=O)NCc3cccc(F)c3)CC[C@@H]21,-6,-4,-5,-0.6
N#C[C@H]1[C@@H](c2ccccc2C2=CCCCC2)[C@@H](CO)N1C(=O)Cc1ccncc1,.,0,-17,-1.5
CCCNC(=O)N[C@H]1CC[C@@H](CC(=O)NC2CCCCC2)O[C@@H]1CO,.,1,-3,-1.1
COc1ccc(CN(C)C[C@H]2OCCCC[C@@H](C)Oc3ccc(NS(=O)(=O)c4cccs4)cc3C(=O)N([C@@H](C)CO)C[C@@H]2C)cc1,12,-1,-41,-0.8
COc1ccccc1-c1ccc2c(c1)O[C@@H](CN(C)C(=O)c1ccncc1)[C@H](C)CN([C@@H](C)CO)S2(=O)=O,62&50,1&-3,-8&4,32*
Cc1noc(C)c1NC(=O)N(C)C[C@H]1OCCCC[C@H](C)Oc2ccc(NC(=O)C3CCCCC3)cc2C(=O)N([C@H](C)CO)C[C@H]1C,26,-1,-4,0.8
CCCN1C[C@@H](C)[C@@H](OC)CN(C)C(=O)c2cc(NC(=O)c3ccccc3)ccc2OC[C@@H]1C,12,1,-20,0.2
COc1ccc(C#Cc2ccc([C@H]3[C@@H](CO)N4CCCCN(S(=O)(=O)c5cn(C)cn5)C[C@H]34)cc2)cc1,51,-5,11,-0.4
CCCC(=O)Nc1ccc2c(c1)OC[C@H](C)N(CCC(F)(F)F)C[C@H](C)[C@H](OC)CN(C)C2=O,-62,.,20,-0.5
Cc1ccc(-c2ccccc2[C@H]2[C@@H](C#N)N(C(=O)Cc3cccnc3)[C@@H]2CO)cc1,.,-6,1,4.1

# Only C diff HTS and Tcruzi prolif, for 5 of the compounds above:
molecule	C diff HTS	Tcruzi prolif
COc1ccccc1-c1ccc2c(c1)O[C@@H](CN(C)C(=O)c1ccncc1)[C@H](C)CN([C@@H](C)CO)S2(=O)=O	1&-3	62&50
COc1cccc(CNC(=O)C[C@@H]2C=C[C@H](NC(C)=O)[C@H](CO)O2)c1	-5	11
COc1ccc(CN(C)C[C@H]2OCCCC[C@@H](C)Oc3ccc(NS(=O)(=O)c4cccs4)cc3C(=O)N([C@@H](C)CO)C[C@@H]2C)cc1	-1	12
CCCN1C[C@@H](C)[C@@H](OC)CN(C)C(=O)c2cc(NC(=O)c3ccccc3)ccc2OC[C@@H]1C	1	12
COc1ccc(C#Cc2ccc([C@H]3[C@@H](CO)N4CCCCN(S(=O)(=O)c5cn(C)cn5)C[C@H]34)cc2)cc1	-5	51

# Additional entries follow:
SMILES,Tcruzi prolif,C diff HTS,Pf Dd2 growth,GASC1 inh
CC(=O)N(C)C[C@H]1Oc2ncc(-c3ccccc3C)cc2C(=O)N([C@H](C)CO)C[C@@H]1C,-40,-2,-2,-0.3
CNC[C@H]1Oc2c(NC(=O)c3nc4ccccc4s3)cccc2C(=O)N([C@@H](C)CO)C[C@@H]1C,33,-6,12,-0.7
CCC(=O)Nc1ccc2c(c1)C(=O)N(C)C[C@@H](OC)[C@@H](C)CN(Cc1cccnc1)[C@@H](C)CO2,-86,-1,24,-0.6
CCC(=O)Nc1ccc2c(c1)C(=O)N(C)[C@@H]1CC[C@@H](CC(=O)N3CCCCC3)O[C@@H]1CO2,56,-7,2,0.2
C[C@H](CO)N1C[C@H](C)[C@@H](CN(C)Cc2ccc(C(=O)Nc3ccccc3N)cc2)Oc2c(NC(=O)Nc3ccc(F)cc3)cccc2C1=O,.,-4,-85*,-1.6
COc1ccc(-c2ccc3c(c2)[C@H]2[C@H](CCN2S(=O)(=O)c2ccc(OC)cc2)[C@H](CO)N3)cc1,24,-4,-19,1.1
C[C@H]1CN([C@@H](C)CO)C(=O)Cc2cc(NS(=O)(=O)c3cccs3)ccc2O[C@@H]1CN(C)S(=O)(=O)c1cn(C)cn1,12,3,-47,1.7
O=C(C[C@@H]1CC[C@@H]2[C@H](COC[C@@H](O)CN2Cc2ccc(F)cc2)O1)NCCc1ccccc1,40,.,-14,-0.4
Cc1ccc(S(=O)(=O)Nc2ccc3c(c2)C(=O)N([C@@H](C)CO)C[C@@H](C)[C@@H](CN(C)C(=O)Nc2ccc(F)cc2)OCCCC[C@@H](C)O3)cc1,105*,.,-77,-0.9
N#C[C@H]1[C@H](c2ccc(C#CCC3CCCC3)cc2)[C@@H](CO)N1C(=O)CN1CCOCC1,83,-4,-31,-1.3
O=C(NC1CCCCC1)[C@@H]1[C@@H](CO)[C@@H]2Cn3c(cccc3=O)[C@@H]2N1CC1CCOCC1,-10,-2,.,1.5
C[C@@H]1CN([C@@H](C)CO)C(=O)Cc2cc(NS(=O)(=O)c3ccc(F)cc3)ccc2O[C@H]1CN(C)Cc1ccc(C(=O)O)cc1,.,-1,19,14
COc1ccc(CN(C)C[C@@H]2Oc3c(NC(=O)c4cnccn4)cccc3C(=O)N([C@H](C)CO)C[C@H]2C)cc1,-21,-2,-15,0.9

# Source: PubChem (Broad Institute)
